High-throughput results from PubChem BioAssay.
LmPK inhibitor: inhibitors of Leishmania mexicana pyruvate kinase; purified LmPK, Kinase-Glo ATP luminescence, 1 h; Potency, µM (highest dose often 57.5 µM), for the others: at the highest dose activity change, negative = inhibition, usual class: inhibitors; 290,000 compounds, 0.37% hits; AID 1721; note: potency is the fitted concentration of half-maximal effect; % is set by controls: 0 for no effect and ±100 for the full control effect
Target sequence (Q27686 whole entry, looked up): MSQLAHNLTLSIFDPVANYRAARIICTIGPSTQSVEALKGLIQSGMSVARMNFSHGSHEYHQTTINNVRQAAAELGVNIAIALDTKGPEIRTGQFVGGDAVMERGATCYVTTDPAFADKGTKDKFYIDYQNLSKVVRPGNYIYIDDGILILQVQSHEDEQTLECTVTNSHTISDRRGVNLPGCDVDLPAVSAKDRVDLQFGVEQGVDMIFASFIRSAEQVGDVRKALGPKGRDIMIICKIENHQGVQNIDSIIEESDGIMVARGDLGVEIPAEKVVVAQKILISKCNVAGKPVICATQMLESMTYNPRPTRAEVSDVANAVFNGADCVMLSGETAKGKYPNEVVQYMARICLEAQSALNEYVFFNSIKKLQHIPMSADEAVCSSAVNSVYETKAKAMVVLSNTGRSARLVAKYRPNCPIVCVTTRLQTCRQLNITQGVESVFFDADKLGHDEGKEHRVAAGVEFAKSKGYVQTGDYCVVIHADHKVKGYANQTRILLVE
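qHTS format; LmPK 0.1 nM; substrates PEP 0.5 mM and ADP 0.1 mM. One-hour room-temperature incubation, then coupled luciferase luminescence; 0.5 nM enzyme wells mark activation.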
Pf growth 48h: P. falciparum growth inhibition at 48 hours (one generation); 310,000 compounds, 5.9% hits; P. falciparum luciferase growth in erythrocytes, 48 h; Potency, µM (series often up to 28.7 µM), without a hit: at the top dose activity change, negative = inhibition, usual class: inhibitors; AID 504832; note: potency is the fitted concentration of half-maximal effect; % is set by controls: 0 for no effect and ±100 for the full control effect
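Firefly luciferase activity from engineered P. falciparum reports growth; inhibitors lower the luminescent signal. Cultures contained 2% hematocrit erythrocytes at 0.1% final parasitemia.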
CHX counter: affects cycloheximide protein synthesis inhibition readout, counter-screen; cell reporter, cycloheximide protein synthesis inhibition counterscreen; max response, %; 300,000 compounds, 12% hits; AID 2314; in the data active = max response mostly above about 13%, no sharp cut-off; inactive = mostly below about 14%; note: read at 38.3 µM for the half of the compounds with a filed dose; 0% is about no effect
Pf growth 96h: inhibits malaria parasite growth, 96 h; P. falciparum luciferase reporter growth, 96 h; Potency, µM (titrated, usually from 28.7 µM), for the others: at the top dose activity change, negative = inhibition, usual class: inhibitors; 320,000 compounds, 6.9% hits; AID 504834; note: potency is the fitted concentration of half-maximal effect; % is set by controls: 0 for no effect and ±100 for the full control effect
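Cell-based qHTS: luciferase-tagged P. falciparum in erythrocytes (2% hematocrit, 0.05% parasitemia final) incubated with compounds for 96 hours, 37 C, 5% CO2; luciferase detection reagent then added and luminescence measured.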
AMA1 RON2 block: disrupts binding of P. falciparum AMA1 to RON2 | 360,000 compounds, 0.2% hits | AlphaScreen AMA1-biotinylated RON2 peptide binding | Potency, µM (highest dose often 58.2 µM), without a hit: top-dose activity change, negative = inhibition, usual class: inhibitors;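 note: potency is the fitted concentration of half-maximal effect; 0% = vehicle wells and -100% = peptide control; nearly all actives have a fitted effect of over 45% in size; some results filed as inactive show a strong effect at the top dose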
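AMA1 (3D7) with his tag at 25 nM final met compounds first, then biotinylated RON2 peptide at 25 nM; detection used donor plus acceptor beads, 10 µg/mL apiece, read by AlphaScreen after 30 min at room temperature.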
TbPYK inhibitor: blocks Trypanosoma brucei pyruvate kinase | 410,000 compounds, 0.12% hits | AID 624173 | Potency, µM (doses to about 76.8 µM), for the others: at the highest dose activity, negative = inhibition, usual class: inhibitors | TbPYK enzyme, Kinase-Glo Plus ATP luminescence, 45 min | Q57TT1; note: potency is the fitted concentration of half-maximal effect; % is set by controls: 0 for no effect and ±100 for the full control effect; nearly all actives have a fitted effect of over 50% in size
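Activity of T. brucei pyruvate kinase was followed by Kinase-Glo Plus luminescence after the enzyme reacted 45 min at room temperature with 130 uM ADP (final) and substrate. Test compounds were added before ADP at multiple concentrations.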
Shiga inhibitor: inhibitors of Shiga toxin in Vero cells; Vero cells, Shiga toxin protein synthesis inhibition reporter; inhibition, % at 38.7 µM; 290,000 compounds, 9.2% hits; AID 2315; in the data active = inhibition mostly above about 28%, no sharp cut-off; inactive = mostly below about 43%; note: 0% is about no effect
Starred values were filed as active, the others as inactive; ? = inconclusive; nt = no result given; [ ] = another dose, or the depositor's remark. Unless noted, calls come from the whole dose curve; as a rule, active = well fitted curve in the direction sought with a large enough effect; inconclusive = small, poorly fitted or top-dose-only effect, or another doubt; inactive = no such curve, though single readings can be large; an effect the other way counts as inactive or inconclusive. Compounds as they come; about 21% have a hit in one of these screens.

SMILES | LmPK inhibitor | Pf growth 48h | CHX counter | Pf growth 96h | AMA1 RON2 block | TbPYK inhibitor | Shiga inhibitor
Cc1cc(OCC(=O)N(Cc2ccco2)c2c(N)n(Cc3ccccc3)c(=O)[nH]c2=O)ccc1Cl | nt | ? | nt | ? | -1% | 3% | nt
CC(NCc1ccccc1Cl)C(=O)Nc1ccc(S(=O)(=O)N2CCCC2)cc1 (centres undefined) | -2% | -7% | -3 | ? | 0% | 23% | 4
Cc1ccc(OCCNC(=O)c2cc(=O)[nH]c3ccccc23)cc1 | -3% | -1% | -1 | 7% | -1% | 4% | 9
CN1C2C=C3C(C#N)=C(N)C(C#N)(C#N)[C@@H](c4cccc(F)c4)[C@@H]3C1CC2 (some centres undefined) | 0% | ? | -3 | 0.66µM* | 7% | -2% | 43
C=CCn1c(SCc2c(C)noc2C)nnc1C1COc2ccccc2O1 (centres undefined) | 10% | ? | -5 | nt | -2% | 1% | -14
CN=c1scc(-c2ccccc2Br)n1/N=C/c1ccc[nH]1 | -4% | 163%[activator] | 29* | 102%[activator] | nt | nt | 86*
Cc1cc2nc(C3CCCN(C(=O)NCc4ccccc4)C3)[nH]c2cc1C (centres undefined) | -2% | 50%[activator] | 35* | 38%[activator] | 0% | 2% | 47
C#CCNC(=O)C1=C[C@H](C2CCCCC2)C[C@H](OCc2ccc(CO)cc2)O1 | 6% | ? | 14* | -21% | -5% | 2% | 52*
CN(C)c1ccc(S(=O)(=O)NCC(=O)NCCOc2ccccc2F)cc1[N+](=O)[O-] | nt | 5% | nt | -17% | -5% | -1% | nt
CCOc1ccc(C(=O)CC(NCc2cccs2)C(=O)O)cc1 (centres undefined) | -2% | ? | -2 | 0% | -13% | -19% | 16
Cc1ccc(C)c(C(=O)CSc2n[nH]c(C(C)C)n2)c1 | 0% | 35%[activator] | 2 | 7% | 3% | -24% | -5
C#CCN(C)[C@@H](C)Cc1ccccc1 | nt | -13% | nt | -13% | nt | 3% | nt
Cc1ccc(C)c(NC(=S)NCC(c2ccccc2)N(C)C)c1 (centres undefined) | -4% | ? | -3 | ? | 3% | 7% | -4
COc1cccc(CN(C(=O)c2cc3ccccc3oc2=O)C2CCS(=O)(=O)C2)c1 (centres undefined) | 5% | 1% | 42* | 6.6µM* | 10% | -1% | 79*
CCOC(=O)Cc1csc(Nc2ccc(Cl)cc2)n1 | 1% | 53%[activator] | 48* | 83%[activator] | 5% | 3% | 11*
O=C(c1ccco1)N1CCN(CCCCN2C(=O)c3ccccc3C2=O)CC1 | 7% | 12% | 5 | 122%[activator] | -3% | 0% | -11
CCOc1ccc(NC(=O)CN(C)C(=O)C(C)N2C(=O)c3ccccc3C2=O)cc1OCC (centres undefined) | nt | -8% | nt | 24% | 10% | 2% | nt
COc1ccc(CC(=O)n2nc(-c3ccccc3)nc2NCc2ccco2)cc1 | 1% | 42%[activator] | 19 | 14% | 8% | 7% | 17
O=C1C2C3C=CC(C4CC34)C2C(=O)N1Cc1ccccc1 (centres undefined) | 4% | -15% | 7 | 188%[activator] | -25% | -5% | -5
CCOc1ccc(NC(=O)COc2ccc(C(=O)NCc3cccnc3)cc2OC)cc1 | nt | ? | nt | -8% | 9% | 1% | nt
COc1ccc(CCNC(=O)CCN2C(=O)[C@@H]3Cc4ccccc4CN3C2=O)cc1OC | -8% | 4% | -1 | ? | 2% | -1% | -7
CCn1c(CC(=O)Nc2ccc(C)cc2)nnc1SCC(=O)N1CCN(c2ccccc2)CC1 | 2% | ? | -3 | 30% | -11% | 2% | -4
CC(CC(=O)OCC(=O)Nc1ccc2[nH]c(=O)[nH]c2c1)c1ccccc1 (centres undefined) | nt | 11% | nt | 30%[activator] | -3% | -3% | nt
COCC(=O)N(C)c1nnc(-c2cnccn2)s1 | 1% | 38%[activator] | -2 | ? | -15% | 2% | 15
Cc1ccc(OC(F)F)c(N2C(=O)C3C4CCC(O4)C3C2=O)c1 (centres undefined) | nt | -16% | nt | ? | -4% | 0% | nt
Cc1cc2c(cc1S(=O)(=O)N1CCN(c3cccc(C(F)(F)F)c3)CC1)OCC(=O)N2 | -11% | -10% | -8 | 3% | -10% | -20% | 9
Cc1cc(C)c(NC(=O)c2cn3c4c(c(N5CCN(C)CC5)c(F)cc4c2=O)OCC3C)c(C)c1 (centres undefined) | 6% | ? | -4 | ? | -1% | 4% | -4
Cn1c(=O)n(Cc2ccc(Cl)cc2)c2ccccc21 | 1% | 3% | -2 | nt | -2% | 5% | -12
CC(=O)NS(=O)(=O)c1ccc(NC(=O)COc2cccc3c2OC(C)(C)C3)cc1 | nt | -30% | nt | 6% | 1% | -3% | nt
COc1cccc(CN2CCN(C(=O)C3CCC(=O)N(C4CCCC4)C3)CC2)c1 (centres undefined) | -1% | ? | 6 | -21% | 13% | -19% | -5
COc1cccc(C(=O)NC(=O)Nc2cc(C)[nH]n2)c1 | 0% | 104%[activator] | 39* | 125%[activator] | 1% | -10% | 84*
O=C(CN(Cc1ccco1)C(=O)Cn1nnc(-c2ccc(F)cc2)n1)NC1CCCC1 | 3% | 4% | -5 | nt | -3% | 1% | -22
Cc1cc(C)c2c(N)c(C(=O)N3CCc4ccccc4C3)sc2n1 | 5% | ? | 17 | 44%[activator] | 17% | -10% | -4
c1ccc2oc(NC3=NCN(C4CCCCC4)CN3)nc2c1 | -2% | 88%[activator] | 20* | 92%[activator] | -2% | 1% | 18
CCc1ccccc1NC(=O)CCS(=O)(=O)c1ccc(Br)cc1 | 5% | nt | -4 | 29% | -2% | -7% | -5
COc1ccc(CN2C(=O)c3cccnc3C2=O)cc1S(=O)(=O)N(C)c1ccc(C)cc1 | 0% | 36%[activator] | -3 | -32% | 32%[activator] | 8% | -8
Nc1nc(NCC2CCCO2)nc(Nc2ccccc2F)c1[N+](=O)[O-] (centres undefined) | 7% | ? | -2 | ? | 0% | -17% | 3
CC1CCc2nc(NC(=O)CN3CCN(c4ccccc4)CC3)sc2C1 (centres undefined) | 5% | 7% | -2 | nt | -9% | 0% | -12
CCOc1ccc2nc(N(CCN(C)C)C(=O)c3ccc4ccccc4c3)sc2c1 | -9% | 19% | 9 | -14% | -11% | 6% | 26
Cc1ccc2[nH]c(=O)c(CN(Cc3ccco3)C(=O)N3CCOCC3)cc2c1 | 1% | -2% | 1 | ? | -7% | 3% | -7
CN1CCN(S(=O)(=O)c2ccc(SCCOc3ccc(Cl)cc3)nc2)CC1 | nt | ? | nt | ? | -28% | -9% | nt
S=C(Nc1ccc(Br)cc1)N1CCn2cccc2C1c1cccnc1 (centres undefined) | -4% | ? | -6 | ? | -8% | 4% | -15
FC(F)(F)c1ccccc1-n1c(-c2cnccn2)n[nH]c1=S | ? | 108%[activator] | 41* | 0% | 67%[activator] | ? | 53*
CC(C)c1ccc(/C=C(/C#N)c2nnc(NC(=O)c3ccccc3)s2)cc1 | 1% | 56%[activator] | -5 | 44%[activator] | 19% | 10% | -15
COc1ccc(N2C(=O)CC(NNc3nc4ccccc4s3)C2=O)cc1 (centres undefined) | -4% | 30% | -2 | 28% | 0% | 1% | -5
O=C(Nc1ccc(F)c([N+](=O)[O-])c1)C(=O)c1c(O)[nH]c2ccccc12 | -3% | 26% | 7 | 40%[activator] | -11% | -3% | -6
C=CCNC(=O)CSc1nc2ccccc2c(=O)n1CCc1ccc(OC)c(OC)c1 | 1% | ? | -1 | -23% | 8% | 0% | -2
N/C(=N\OC(=O)CCC1CCCCC1)c1ccccn1 | ? | 317%[activator] | 39* | nt | 49%[activator] | -12% | 85*
CCOC(=O)c1cnc2c(-c3ccc(F)cc3)cnn2c1C(F)(F)F | 1% | ? | 17* | ? | 8% | 1% | 28*
COc1ccc(CCNC(=O)C2CCN(Cc3nc(-c4ccccc4C)oc3C)CC2)cc1OC | 0% | ? | -2 | 15% | -15% | 3% | -20

Continued; the last four above are carried over.
SMILES | LmPK inhibitor | Pf growth 48h | CHX counter | Pf growth 96h | AMA1 RON2 block | TbPYK inhibitor | Shiga inhibitor
C=CCNC(=O)CSc1nc2ccccc2c(=O)n1CCc1ccc(OC)c(OC)c1 | 1% | ? | -1 | -23% | 8% | 0% | -2
N/C(=N\OC(=O)CCC1CCCCC1)c1ccccn1 | ? | 317%[activator] | 39* | nt | 49%[activator] | -12% | 85*
CCOC(=O)c1cnc2c(-c3ccc(F)cc3)cnn2c1C(F)(F)F | 1% | ? | 17* | ? | 8% | 1% | 28*
COc1ccc(CCNC(=O)C2CCN(Cc3nc(-c4ccccc4C)oc3C)CC2)cc1OC | 0% | ? | -2 | 15% | -15% | 3% | -20
CCC(c1nnc(SCc2nc3ccccc3s2)n1Cc1ccccc1)N(C)C (centres undefined) | 14% | nt | 32* | nt | -6% | -15% | 56*
CC(=O)c1ccc(N2CCCCC2)c(F)c1 | 9% | 44% | 16* | 13% | -16% | 2% | -5
O=C(Nc1ccc(S(=O)(=O)N2CCOCC2)cc1)c1ccc(Cl)cc1Cl | -1% | -17% | -3 | ? | 19% | -4% | -11
CN(C)S(=O)(=O)c1cccc(NC(=O)c2ccc(OC(F)(F)F)cc2)c1 | 2% | 54%[activator] | 7 | 0% | 2% | 2% | 11
CCN(CC)C(=O)/C(C#N)=C/c1cc(O)c(O)c([N+](=O)[O-])c1 | nt | -29% | nt | ? | nt | 3% | nt
CCNC(=O)c1cc(Cl)ccc1OC | -1% | 2% | -6 | 459%[activator] | 6% | -12% | -3
CCC(CC)C(=O)Nc1cccc(C(=O)NC(C)(C)C)c1 | 1% | -2% | -3 | 4% | -16% | 2% | 9
CCN(CC)S(=O)(=O)c1ccc(Cl)c(NC(=O)c2cc(Cl)ccc2Cl)c1 | 2% | 12% | -3 | ? | 16% | 19% | -4
CCOc1ccc(NC(=O)CNC(=O)Cc2ccccc2)cc1 | 3% | 2% | -3 | 39%[activator] | -27% | -3% | 2
Cc1[nH]c2ccccc2c1C(=O)COC(=O)c1cccc(S(=O)(=O)N2CCCCC2)c1 | 2% | ? | -4 | ? | -11% | -10% | 1
O=c1c2ccccc2nnn1Cc1ccccc1Cl | 0% | 7% | 10 | ? | 4% | 1% | 7
O/N=C/c1ccc2ccccc2c1 | 1% | 30% | 21* | 44%[activator] | 16% | 2% | 56
CCCn1ncc(C(=O)NC2CCCN(Cc3ccc(Cl)cc3)C2)c1C (centres undefined) | 5% | ? | -2 | ? | -7% | 0% | -3
CCn1c(-c2ccccc2)csc1=Nc1ccc(S(=O)(=O)O)cc1 | 0% | 93%[activator] | -3 | 58%[activator] | -20% | -15% | -7
COc1ccc(S(=O)(=O)CCC(=O)Nc2c(C)n(C)n(-c3ccccc3)c2=O)cc1 | -14% | -3% | 8 | -2% | 0% | -13% | -21
